TbHK1 inh: Trypanosoma brucei hexokinase 1 inhibitors, primary screen, biochemical, G6PDH-coupled NADH absorbance, MLSCN library; hexokinase 1 [Trypanosoma brucei]; AID 1430, 2008; inhibition, % at 10 µM; recombinant TbHK1, G6PDH-coupled NADH A340; 220,000 tested, 0.11% active;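 active = inhibition of 50% or more in the single-dose primary screen; inactive = inhibition below 50%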
FXIIa inh 1536: human FXIIa protease inhibitors, primary screen, biochemical, 1536-well | Coagulation factor XII (Homo sapiens), P00748 | purified FXIIa, Boc-QGR-AMC fluorogenic substrate, 2 h | inhibition, % at 5 µM | 220,000 tested, 0.3% active | AID 800, 2007; in the data active = inhibition above about 40%;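 note: 0% = enzyme with no compound and 100% = blank without enzyme; many of its hits are not listed in these tables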
FXIa inh: human FXIa protease inhibitors, primary screen, biochemical, 1536-well; 220,000 tested, 0.14% active; Coagulation factor XI (Homo sapiens), P03951; purified FXIa, Boc-Glu-Ala-Arg-AMC fluorogenic substrate; AID 798, 2007; inhibition, % at 5 µM;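 active = inhibition of at least 40%; inactive = inhibition below 40%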;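 note: fluorescence of freed AMC excited at 355 nm; 0% = enzyme without compound and 100% = no enzyme blank; many of its hits are not listed in these tables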
TNF death inh: inhibitors of TNF-alpha triggered necroptosis, primary screen, cell-based, Jurkat FADD-/-, single concentration. AID 463075, 2010. Jurkat FADD-/- TNF necroptosis rescue, ATP luminescence, 24 h; 0 = TNF only, 100 = no-TNF cells. activation (protection from cell death), % at 10 µM. 220,000 tested, 0.068% active;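 active = activation, meaning protection from cell death, of at least 50% relative to plate controls; inactive = activation below 50%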;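 note: necroptosis triggered by 40 ng/mL TNF-alpha added together with compound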
Wee1 degr inh: Wee1 degradation inhibitors, primary screen, cell-based, HeLa, Wee1K328M-luciferase, luminescence; 220,000 tested, 1.2% active; HeLa Luc-Wee1K328M stability; 100% = proteasome inhibitor MG132 effect; AID 1321, 2008; reporter increase, % at 5 µM;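 active = activation above the mean of all tested compounds plus 3 SD, set per screening run, cut at about 8.8% in these data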;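 note: cells exposed to compound for 20 h before luminescence read; 0% = DMSO alone and 100% = MG132 at 30 µM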
Target sequence (P30291 whole entry K328M): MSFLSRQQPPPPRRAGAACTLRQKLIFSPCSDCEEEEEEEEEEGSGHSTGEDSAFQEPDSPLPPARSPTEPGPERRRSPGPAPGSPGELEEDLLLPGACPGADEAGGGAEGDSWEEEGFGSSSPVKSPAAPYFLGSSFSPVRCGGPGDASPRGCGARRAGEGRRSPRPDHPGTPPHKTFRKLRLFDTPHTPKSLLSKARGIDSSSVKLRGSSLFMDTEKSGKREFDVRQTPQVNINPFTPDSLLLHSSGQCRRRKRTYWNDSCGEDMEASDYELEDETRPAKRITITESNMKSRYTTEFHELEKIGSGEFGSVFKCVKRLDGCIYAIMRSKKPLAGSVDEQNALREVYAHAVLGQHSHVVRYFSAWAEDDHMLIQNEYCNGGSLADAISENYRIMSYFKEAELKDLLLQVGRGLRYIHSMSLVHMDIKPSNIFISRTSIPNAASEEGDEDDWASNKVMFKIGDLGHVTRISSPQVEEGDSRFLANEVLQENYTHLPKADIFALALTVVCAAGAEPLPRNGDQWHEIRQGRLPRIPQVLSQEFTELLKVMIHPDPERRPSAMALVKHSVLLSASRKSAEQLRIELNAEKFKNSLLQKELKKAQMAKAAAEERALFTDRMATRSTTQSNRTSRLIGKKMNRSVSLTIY
PPC-1+TRAIL kill: compounds killing PPC-1 cancer cells with TRAIL present, primary screen, TRAIL potentiator project, ATPLite luminescence, uHTS; PPC-1 cells + TRAIL, ATPLite viability luminescence; cell killing (% activity), % at 4 µM; 220,000 tested, 0.41% active;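 active = cell killing above 50% in the first pass at 4 µM, then a duplicate retest at 5 µM averaging 50% or more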;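 note: plate controls were cells with TRAIL plus DMSO for no effect and medium-only wells lacking cells for full effect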
CHOP inhibitor: inhibitors of CHOP promoter induction, primary screen, cell-based, unfolded protein response, luciferase reporter; CHO-K1 CHOP-promoter luciferase, tunicamycin-induced, 15-18 h; AID 2732, 2010; 220,000 tested, 3.8% active; inhibition, % at 10 µM;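 active = compounds that reduced the stress-induced luciferase reporter signal by more than about 70% of percent inhibition, limit read from the data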;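 note: 0% = tunicamycin plus vehicle and 100% = wells without tunicamycin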
zVAD death inh: inhibitors of zVAD-triggered necroptosis, primary screen, L929 cells; L929 zVAD necroptosis rescue, ATP luminescence, 24 h; with zVAD 60 µM; 220,000 tested, 0.38% active; viability rescue, % at 10 µM;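 active = activation, scaled between plate controls, above about 75%, limit read from the data; inactive = activation under that limit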;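 note: 0% = zVAD with DMSO and 100% = DMSO alone without zVAD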
PGE2 EP2 inh: human EP2 receptor antagonists, primary screen, TR-FRET cAMP, C6 glioma cells | Prostaglandin E2 receptor EP2 subtype (Homo sapiens), P43116 | C6 glioma cells expressing human EP2; cells stimulated with saturating PGE2 | inhibition, % at 25 µM | 260,000 tested, 0.52% active;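 active = percent inhibition above 40 after rounding to a whole number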;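 note: rat C6 glioma host cells with rolipram phosphodiesterase inhibitor present; the protocol text gives 20 µM as final concentration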
Target sequence (P43116 whole entry, looked up): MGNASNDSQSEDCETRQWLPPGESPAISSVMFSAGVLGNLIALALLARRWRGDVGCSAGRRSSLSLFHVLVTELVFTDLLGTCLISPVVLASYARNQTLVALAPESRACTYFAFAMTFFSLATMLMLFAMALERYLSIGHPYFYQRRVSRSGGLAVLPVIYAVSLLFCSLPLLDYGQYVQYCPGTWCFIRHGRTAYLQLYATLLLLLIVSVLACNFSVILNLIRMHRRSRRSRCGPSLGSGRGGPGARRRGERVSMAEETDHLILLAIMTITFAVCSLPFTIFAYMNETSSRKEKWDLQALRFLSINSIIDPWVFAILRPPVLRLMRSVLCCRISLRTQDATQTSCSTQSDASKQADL
* hit, by the source's call; nt = no result given; & = joins results of further samples; ! = repeats disagree.

item	canonical_smiles	TbHK1 inh	FXIIa inh 1536	FXIa inh	TNF death inh	Wee1 degr inh
1	CCC(=O)NC(=S)Nc1ccc(NC(=O)c2ccc([N+](=O)[O-])cc2)cc1	-7	10	4	3.9	2
2	COc1ccc(N(C)C(=O)CCS(=O)(=O)c2cccc3nonc23)cc1	-10	-5	-1	0.4	1
3	COc1ccc(-c2nnc(SCc3cccc(C#N)c3)o2)cc1	6	8	-2	1.4	2
4	O=[N+]([O-])c1ccc(O)c(C2=NNC(c3ccccc3F)C2)c1 (stereo not given)	-17	4	0	-6.0	9.6*
5	O=C(CSc1ncnc2scc(-c3ccccc3)c12)Nc1ccc(C(=O)O)cc1	-4	3	0	-0.1	1
6	O=C(NC(=Nc1nc2ccccc2o1)NC(=O)c1ccccc1)c1ccccc1	-9	10	8	1.5	-1
7	CN(C)/C=N/S(=O)(=O)c1cccn1-c1ncc(C(F)(F)F)cc1Cl	-1	7	-2	-2.3	0
8	Cc1cccc(C)c1OCC(=O)NCc1nnc(SCC(=O)NC2CCCCC2C)n1C (stereo not given)	1	10	-14	-0.6	-1
9	CCOC(=O)c1cccc(NC(=O)C(NS(=O)(=O)c2ccc3c(c2)CCN3C(C)=O)C(C)C)c1 (stereo not given)	2	9	8	-3.8	-2
10	COC(=O)C1CCN(C(=O)CCC2CCCCC2)CC1	-2	13	5	-0.8	1
11	COc1ccc2[nH]c3ccccc3c2c1	2	22	6	-0.9	0
12	Cc1ccc(-c2cc(C(=O)N3CCN(C(=O)c4ccco4)CC3)no2)cc1	3	7	8	-1.5	-1

item	PPC-1+TRAIL kill	CHOP inhibitor	zVAD death inh	PGE2 EP2 inh
1	30	21	1.1	6
2	9	1	-0.4	-1
3	10	25	-0.3	8
4	0	28	2.1	9
5	6	13	1.0	20
6	9	61	nt	8
7	29	10	0.1	6
8	-12	39	0.1	10
9	-5	17	-0.3	7
10	16	8	-0.7	16
11	15	-7	1.9	nt
12	18	8	-0.2	5&5

The final two compounds of the part before lead into the next:
item	canonical_smiles	TbHK1 inh	FXIIa inh 1536	FXIa inh	TNF death inh	Wee1 degr inh
11	COc1ccc2[nH]c3ccccc3c2c1	2	22	6	-0.9	0
12	Cc1ccc(-c2cc(C(=O)N3CCN(C(=O)c4ccco4)CC3)no2)cc1	3	7	8	-1.5	-1
13	Cc1ccc(-c2cn3c(=S)[nH]nc3s2)cc1	4	4	-6	0.3	-3
14	Cc1ccccc1NC(=S)NCc1ccc2[nH]c3c(c2c1)CCCC3	16	5	-1	-23	-1
15	Cc1cc(C)c(S(=O)(=O)Nc2ccnc(-c3cccnc3)n2)c(C)c1	4	9	-24	2.4	1
16	O=C(COC(=O)c1ccccc1-c1ccccc1[N+](=O)[O-])c1ccccc1	7	13	8	-1.4	0
17	Cc1cc(C)c(NC(=O)NC(=O)c2cccc(F)c2)c(C)n1	5	9	1	0.4	0
18	Cc1ccc(C(=O)N/N=c2\sc3ccccc3n2C)cc1	-6	5	0	-0.2	-2
19	CCOC(=O)N1CCN(c2nc(-c3cccs3)cc(C(F)(F)F)n2)CC1	0	15	12	0.2	1
20	O=C(NC(=S)NCCO)c1cn(-c2ccccc2)nc1-c1ccccc1	6	11	1	-1.5	3
21	CCn1c2ccccc2c2cc(NC(=O)CC(C)=O)ccc21	-7	6	-1	1.5	0
22	O=C(Nc1cccc(Cl)c1)OCc1cncs1	1	-7	3	1.4	5
23	O=C1SCCC1NC(=O)C(c1ccccc1)c1ccccc1 (stereo not given)	2	40*	60*	-0.5	-1
24	Cc1cccc(C)c1NC(=O)/C(=C/c1ccco1)c1ccccc1	-20	25	12	0.0	0

item	PPC-1+TRAIL kill	CHOP inhibitor	zVAD death inh	PGE2 EP2 inh
11	15	-7	1.9	nt
12	18	8	-0.2	5&5
13	5	-3	0.2	nt
14	13	26	nt	9
15	-30	-10	3.6	4
16	22	-1	-0.6	6
17	8	-12	0.1	3
18	32	18	0.7	4
19	12	31	0.4	16
20	10	19	-0.1	4
21	9	29	4.4	5
22	-7	22	0.0	11
23	8	-12	-0.7	2
24	5	22	1.5	9

More structures:
item	canonical_smiles	TbHK1 inh	FXIIa inh 1536	FXIa inh	TNF death inh	Wee1 degr inh
25	CC(C)(C)NC(=O)CSc1nc2ccccc2n1-c1ccccc1	0	15	1	0.5	5
26	CCCCCCn1c(SCCCC)nc2c1c(=O)[nH]c(=O)n2C	1	8	1	-2.2	4
27	O=C(NC(=S)Nc1cnc2ccccc2c1)c1ccccc1	-6	-6	-6	0.6	2
28	CCCc1[nH]c(=O)c(C#N)c2c1COC(C)(C)C2	-29	17	6	0.1	-1
29	CCOC(=O)c1ccc(NC(=S)NC(=O)c2nn(CC)cc2Br)cc1	-16	0	-10	-1.2	-3
30	CCc1ccc2c(c1)C(NC(C)=O)C(=O)N2CC (stereo not given)	-5	10	8	0.7	0
31	COc1ccc(C(=O)CCc2nc3ccccc3s2)cc1	11	7	5	2.0	-2
32	CCOC(=O)c1c(-c2ccc(F)cc2)csc1NC(=O)CCN1CCOCC1	-9	2	-8	-1.1	-2
33	COc1ccc(N2CCN(CCCNC(=O)C3CCC(CNc4nc(=S)[nH]c5ccccc45)CC3)CC2)cc1 (stereo not given)	0	7	-2	0.2	-3
34	CN(C)C(=O)CSc1n[nH]c(-c2ccco2)n1	-3	-2	-6	0.8	-3
35	O=C(CSc1nc2ccccc2s1)Nc1ccc(C(=O)O)cc1	-7	11	6	-1.1	-1
36	C=CCn1c(SCC(=O)c2[nH]c(C)c(C(=O)OC)c2C)nc2scc(-c3ccc(OC)c(OC)c3)c2c1=O	-19	20	23	1.5	-4

item	PPC-1+TRAIL kill	CHOP inhibitor	zVAD death inh	PGE2 EP2 inh
25	21	71*	0.3	10
26	23	9	-0.1	9
27	8	-3	1.4	13
28	-2	20	-0.8	8
29	21	41	1.0	4
30	14	16	0.2	8
31	-4	8	0.6	9&14
32	-4	12	0.3	6
33	-2	39	-3.3	8
34	-10	-19	3.7	17
35	4	-2	1.1	1
36	6	102*	1.8	12

More results.
item	canonical_smiles	TbHK1 inh	FXIIa inh 1536	FXIa inh	TNF death inh	Wee1 degr inh
37	CCn1c(=O)cc(OCC(=O)Nc2ccccc2N2CCN(C)CC2)c2ccccc21	0	12	7	-0.3	-1
38	COc1ccc(C(=S)N2CCOCC2)cc1OC(=O)c1cc([N+](=O)[O-])c(C)c([N+](=O)[O-])c1	-8	9	0	-1.4	-1
39	Cn1c(=O)[nH]c(=O)c2c1nc(Br)n2CC(O)COCc1ccccc1 (stereo not given)	10	6	5	-1.6	4
40	CCOC(=O)c1c[nH]c2c(Cl)c(Cl)ccc2c1=O	-10	10	-3	0.9	1
41	Cc1cc(S(N)(=O)=O)c(N)c(S(N)(=O)=O)c1	-11	2	-9	3.0	1
42	Cc1ccc(NC(=O)CSc2nnc([C@H](C)NC(=O)OC(C)(C)C)o2)c(C)c1	1	107*	21	1.7	-3
43	Cc1cc(OC(=O)c2c(Cl)cc(Cl)cc2Cl)nc(C)n1	4	4	-4	-9.7	0
44	CCN(C(=O)CSc1nnnn1-c1ccccc1)c1c(N)n(Cc2ccccc2)c(=O)[nH]c1=O	-3	6	-2	1.4	-2
45	CN(C)/C=N/C(=S)Nc1ccccc1Cl	-2	-1	-6	-1.3	1
46	C/C(=N\O)C(=O)C(CN1CCCCC1)CN1CCCCC1	-8	9	21	0.8	-2
47	CNC(=O)Nc1ccc2nc(C)oc2c1	3	4	-1	-1.4	3
48	COc1ccccc1-n1c(C)nc2cc(C(=O)NCCN3CCOCC3)ccc21	4	26	32	0.3	-3

item	PPC-1+TRAIL kill	CHOP inhibitor	zVAD death inh	PGE2 EP2 inh
37	18	18	-0.7	11
38	12	7	0.1	8
39	5	-8	-0.1	6
40	19	10	0.8	6
41	-19	-5	1.3	12
42	10	-3	1.2	6
43	20	58	0.2	9
44	-5	9	1.7	2
45	13	12	0.3	5
46	16	45	-0.3	19
47	16	21	-0.1	11
48	2	-10	0.4	3

The list continues:
item	canonical_smiles	TbHK1 inh	FXIIa inh 1536	FXIa inh	TNF death inh	Wee1 degr inh
49	Cc1[nH]ccc(=O)c1OCC(=O)O	-7	6	-2	1.6	-3
50	CCC1(C)N=C(c2ccc3c(c2)OCO3)CC(c2ccccc2O)N1 (stereo not given)	-12	0	-6	0.5	-2
51	CSc1cnc2c(=O)[nH]c(=O)n(C)c2n1	-20	1	-3	0.7	-3
52	COC(=O)c1cc(NS(=O)(=O)c2ccc(N3CCCCC3)c([N+](=O)[O-])c2)cc(C(=O)OC)c1	-1	-5	-8	-0.5	-2
53	NC(=S)NNc1ccc(Cl)c(Cl)c1	-5	3	-2	-3.2	-3
54	C/C(=N\Nc1nc2ccccc2s1)c1ccc2c(c1)OCO2	-7	9	7	1.8	-2
55	COc1cc(/C=N/n2c(C)n[nH]c2=S)ccc1OCc1ccc(F)cc1	15	11	8	0.4	-2
56	N=c1n(CCN2CCOCC2)c2ccccc2n1CC(=O)c1ccc(Cl)c(Cl)c1	2	6	2	1.2	-2
57	CC(=O)NCC1COc2ccccc2O1 (stereo not given)	9	15	2	1.9	-3
58	CC(O)CNCCCOc1ccc(Cl)cc1C(C)(C)C (stereo not given)	-8	4	-2	0.6	0
59	CCN(Cc1ccccc1)C(=O)Cn1cc2c(n1)CCCC2	-5	2	-4	0.1	1
60	C=CCOc1c(Br)cc(/C=N/NC(=O)Cc2ccc(C(F)(F)F)cc2[N+](=O)[O-])cc1OC	10	12	4	2.0	-2

item	PPC-1+TRAIL kill	CHOP inhibitor	zVAD death inh	PGE2 EP2 inh
49	-10	-5	0.0	4
50	-2	-5	2.7	3
51	6	-6	1.4	7
52	19	42	0.0	4
53	22	13	0.2	7
54	5	57	0.3	4
55	8	-8	0.7	8
56	0	nt	0.3	11
57	3	8	0.2	54*!
58	14	15	4.2	6
59	9	-10	-0.3	2
60	-4	33	2.1	5

Record cards (already shown). Values in the order: TbHK1 inh	FXIIa inh 1536	FXIa inh	TNF death inh	Wee1 degr inh	PPC-1+TRAIL kill	CHOP inhibitor	zVAD death inh	PGE2 EP2 inh
`CCC1(C)N=C(c2ccc3c(c2)OCO3)CC(c2ccccc2O)N1` (stereo not given) is listed as -12	0	-6	0.5	-2	-2	-5	2.7	3
`CCN(Cc1ccccc1)C(=O)Cn1cc2c(n1)CCCC2` is listed as -5	2	-4	0.1	1	9	-10	-0.3	2
`Cc1[nH]ccc(=O)c1OCC(=O)O` is listed as -7	6	-2	1.6	-3	-10	-5	0.0	4
`C=CCOc1c(Br)cc(/C=N/NC(=O)Cc2ccc(C(F)(F)F)cc2[N+](=O)[O-])cc1OC` is listed as 10	12	4	2.0	-2	-4	33	2.1	5

The list is partial; count on the stated rates, not on these rows.
